# Compound activity deposited in PubChem BioAssay by several laboratories.
# Kir21 inh = inhibitors of mouse Kir2.1 inward-rectifier potassium channel | P35561 | HEK293-Kir2.1, FluxOR thallium flux fluorescence; active compounds read low | B-score at 10 µM | 310,000 tested, 0.85% active;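 active = fluorescence ratio B-score at or below minus 3 SD of library scores, with starting-brightness B-score within 2 SD, cut at about -4.2 in these data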;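 also: channel flux triggered by added potassium and thallium sulfate stimulus; B-score of peak minus minimum fluorescence over baseline after thallium stimulus; more negative B-score means stronger Kir2.1 block with less thallium influx; some compounds called inactive have numbers as strong as hits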
# Target sequence (P35561 whole entry, looked up): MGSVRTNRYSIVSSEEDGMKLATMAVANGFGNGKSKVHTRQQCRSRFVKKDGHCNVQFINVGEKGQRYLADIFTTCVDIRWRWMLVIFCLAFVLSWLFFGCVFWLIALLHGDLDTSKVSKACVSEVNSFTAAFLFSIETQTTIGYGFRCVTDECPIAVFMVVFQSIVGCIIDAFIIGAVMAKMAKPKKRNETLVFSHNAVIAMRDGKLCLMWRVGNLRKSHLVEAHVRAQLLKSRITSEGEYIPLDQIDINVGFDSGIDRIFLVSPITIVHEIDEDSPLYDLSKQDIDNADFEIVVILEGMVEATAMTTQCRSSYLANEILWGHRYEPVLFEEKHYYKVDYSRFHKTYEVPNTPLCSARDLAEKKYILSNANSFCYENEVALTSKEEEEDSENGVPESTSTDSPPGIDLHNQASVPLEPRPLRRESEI
# STK33 inh = inhibitors of human STK33 kinase. purified STK33, MBP phosphorylation, ADP-Glo luminescence. inhibition, % at 10 µM. 320,000 tested, 0.073% active. AID 2661;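 active = inhibition at or above 25%, using the most active replicate where run in duplicate; inactive = inhibition below 25%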
# Target sequence (Q9BYT3 whole entry, looked up): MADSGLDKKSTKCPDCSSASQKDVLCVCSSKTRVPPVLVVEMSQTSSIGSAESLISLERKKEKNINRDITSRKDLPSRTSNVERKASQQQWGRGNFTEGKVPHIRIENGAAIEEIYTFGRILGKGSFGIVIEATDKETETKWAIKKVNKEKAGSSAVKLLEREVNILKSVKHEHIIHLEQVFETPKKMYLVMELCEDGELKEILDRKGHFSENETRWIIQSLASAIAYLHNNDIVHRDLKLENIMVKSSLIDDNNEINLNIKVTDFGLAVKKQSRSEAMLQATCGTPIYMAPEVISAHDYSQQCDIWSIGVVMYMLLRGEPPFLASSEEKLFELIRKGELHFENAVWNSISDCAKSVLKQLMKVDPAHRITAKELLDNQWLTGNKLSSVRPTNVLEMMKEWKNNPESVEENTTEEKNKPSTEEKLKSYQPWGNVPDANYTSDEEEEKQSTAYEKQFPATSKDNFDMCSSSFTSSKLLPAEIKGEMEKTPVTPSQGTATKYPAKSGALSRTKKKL
# An asterisk follows results filed as active; . = no result given. Rows were taken by chance. Share with any hit: about 0.84%.
item	molecule	Kir21 inh	STK33 inh
1	O=C(O)c1ccccc1C(=O)N1N=C(c2ccccc2)CC1c1ccccc1O (stereo not given)	0.02	-0.9
2	CCOC(=O)C1CCN(CCCSc2ccc(Cl)cc2)CC1	-4.2*	-2.6
3	Cc1cc(C)c(COc2ccc(/C=N/n3c(C)n[nH]c3=S)cc2)c(C)c1	-0.07	-0.4
4	CCC(C)(C)C1CCc2[nH]nc(C(=O)NCCNC(=O)OC(C)(C)C)c2C1 (stereo not given)	.	-0.5
5	Cc1occc1C(=O)Nc1nnc(-c2ccncc2)s1	-2.1	-2.7
6	C=CCNc1oc(-c2cccc(Cl)c2)nc1C#N	.	0.3
7	O=C(CC(=O)NC1CCCCC1)N/N=C/c1ccccc1F	0.19	-1.2
8	COc1ccc(S(=O)(=O)NCCc2ccccn2)cc1	.	-0.6
9	COc1cc(CCC(=O)OCC(=O)Nc2c(Cl)cccc2Cl)cc(OC)c1OC	-0.3	1.7
10	COCCn1cc(C(=O)NCc2ccco2)c2c3ccccc3n(C)c2c1=O	-1	-0.5
11	Cc1nc2c(-c3ccccc3)cnn2c(N)c1-c1ccccc1	-0.03	-0.6
12	Cc1ccc2oc(/N=C(\N)NC(=O)C3CC3)nc2c1	0.32	-1.9
13	Cc1ccc(CC(=O)O/N=C(\N)Cc2ccc([N+](=O)[O-])cc2)cc1	-2.4	-1.5
14	Cc1cc(C)cc(C(=O)OCC(=O)NCCNC(=O)COC(=O)c2cc(C)cc(C)c2)c1	-0.09	-1.9
15	CC(Sc1cccc[n+]1[O-])C(=O)Nc1ccc([N+](=O)[O-])cc1Cl (stereo not given)	0.38	-1.1
16	CN(C)c1cccc(C(=O)OCC(=O)NCC2CCCO2)c1 (stereo not given)	-0.08	-1.2
17	CCc1cc2c(SCC(=O)N(CC)c3c(N)n(Cc4ccccc4)c(=O)[nH]c3=O)ncnc2s1	1.1	1.7
18	Cc1cc2nc(-c3ccc(=O)[nH]c3)n(C)c2cc1C	-0.17	1.3
19	COc1ccc(CCNC(=O)Cn2cc(C(F)(F)F)cc(Cl)c2=O)cc1OC	-0.27	-1.4
20	CN1CCC(=NNC(=O)C(=O)NC2CCCC2)CC1	1.8	0.5
21	COC(=O)[C@@]1(Cc2ccc(OC)cc2)[C@H]2c3cc(C(=O)N4CCCC4)n(CCO)c3C[C@H]2CN1C(=O)c1ccccc1	.	-0.1
22	CCOC(=O)N1CCN(C(=O)c2ccc3nc(C)sc3c2)CC1	-1.6	-1.8
23	COc1cc(/C=N/NC(=S)NC2CC3C=CC2C3)cc(OC)c1OC (stereo not given)	-1.1	-1.1
24	CC(=O)Nc1cnc2ccccc2n1	.	-0.8
25	COc1ccccc1NC(=O)c1ccc(NC(=O)CN2CCCC2)cc1	-0.17	0.7

# In the list so far, these contain an aryl methoxy group:
item	molecule	Kir21 inh	STK33 inh
8	COc1ccc(S(=O)(=O)NCCc2ccccn2)cc1	.	-0.6
9	COc1cc(CCC(=O)OCC(=O)Nc2c(Cl)cccc2Cl)cc(OC)c1OC	-0.3	1.7
19	COc1ccc(CCNC(=O)Cn2cc(C(F)(F)F)cc(Cl)c2=O)cc1OC	-0.27	-1.4
21	COC(=O)[C@@]1(Cc2ccc(OC)cc2)[C@H]2c3cc(C(=O)N4CCCC4)n(CCO)c3C[C@H]2CN1C(=O)c1ccccc1	.	-0.1
23	COc1cc(/C=N/NC(=S)NC2CC3C=CC2C3)cc(OC)c1OC (stereo not given)	-1.1	-1.1
25	COc1ccccc1NC(=O)c1ccc(NC(=O)CN2CCCC2)cc1	-0.17	0.7

# Carrying on.
item	molecule	Kir21 inh	STK33 inh
26	Cc1ccsc1/C=N/Nc1ccc(Cl)nn1	-0.24	-0.1
27	CCNC(=O)CSc1nnc(-c2cccc(S(=O)(=O)N(CC)CC)c2)n1CCc1ccccc1	0.02	-0.1
28	O=C(/C=C/c1c(Cl)nc2ccccn12)N1CCN(c2ccccc2F)CC1	2	-1.3
29	COc1cccc(C(c2sc3ncnn3c2O)N2CC(C)OC(C)C2)c1 (stereo not given)	0.29	0.5
30	Cc1nccn1CCOc1ccc(Cl)cc1	-0.07	2.6
31	COc1ccc(N2CCN(C3CCCN(C(=O)c4ccoc4)C3)CC2)cc1 (stereo not given)	1.2	0.5
32	O=c1c2ccccc2sc2nc(C3CCCCC3)n(Cc3ccco3)c(=O)c12	2.4	.
33	O=C(NN1C(=O)C2C3C=CC(C3)C2C1=O)C(O)c1ccccc1 (stereo not given)	1.2	-1.5
34	CCc1noc(C)c1C(=O)Nc1nc(-c2ccccc2)c(C(C)=O)s1	.	-2.1
35	Cc1ccsc1C(=O)N1CCCC(CCC(=O)N2CCN(c3ccccn3)CC2)C1 (stereo not given)	-0.91	-1.3
36	CCCCCN(C(=O)NC(=O)Nc1ccc(C)cc1)S(=O)(=O)c1ccccc1	0.69	-1.6
37	Cc1ccc(C)c(S(=O)(=O)NCc2ccc(C(=O)NCc3ccccn3)cc2)c1	0.5	-0.3
38	Cc1cccc(Nc2nccc(N(C)C)c2C#N)c1	0.87	0.3
39	CC1(C)CC(CC(=O)Nc2nccs2)(c2ccccc2)CCO1 (stereo not given)	-0.53	1.0
40	COc1ccc(C(=O)Cc2cc(OC)c(OC)cc2[N+](=O)[O-])cc1	-0.33	-0.9
41	COc1ccc(Cl)cc1NC(=O)CN(C)C(=O)c1cc2ccccc2cc1O	-0.91	0.0
42	O=C(Cc1ccccc1)OCC(=O)c1cccc([N+](=O)[O-])c1	.	-1.4
43	CCCCNC(=O)CSc1nc2ccccc2c(=O)n1C1CCCC1	0.26	-0.9
44	Cc1c(-c2ccc(F)cc2)nc(N)c(C#N)c1-c1cccs1	-0.79	-0.2
45	O=C(CCNS(=O)(=O)c1ccc2[nH]c(=O)oc2c1)NCc1ccc(F)cc1	0.41	0.8
46	CS(=O)(=O)c1ccccc1C(=O)Nc1ccc2sccc2c1	-0.85	0.2
47	COC(=O)C1C(O)=C(C=Nc2ccccc2)C(=O)CC1(C)C (stereo not given)	0.83	0.7
48	O=C(C[C@@H]1C/C=C\C[C@H](NC(=O)OCC2c3ccccc3-c3ccccc32)C(=O)OC[C@@H]2CCCN2C1=O)N[C@H](CO)Cc1ccccc1	.	0.1
49	O=C(O)c1ccc(NC2OC[C@@H](O)[C@H](O)[C@H]2O)cc1 (stereo not given in full)	-0.09	0.4
50	Cn1nnnc1SCC(=O)Nc1ccccc1Cc1ccccc1	-0.25	-0.7
51	CC(C)Cn1c(N)c(C(=O)CSc2nnc(-c3ccco3)n2C)c(=O)n(C)c1=O	.	0.2
52	COc1cccc2c(=O)n(CC(=O)N3CCCCC3)ccc12	-0.32	1.5
53	COc1ccc(CN(C(=O)COc2ccc(C)c(C)c2)C2CCS(=O)(=O)C2)cc1OC (stereo not given)	2.4	-0.9
54	CC(C)CCC(C)N=Cc1c(O)n(Cc2ccccc2)c(=O)c2ccccc12 (stereo not given)	0.82	1.9
55	CCCCNC(=S)N1CCN(c2nc3ccccc3s2)CC1	-0.04	-2.4
56	CCOC(=O)c1c(/N=C/c2cccc([N+](=O)[O-])c2O)sc2c1CCC2	0.51	1.4
57	O=C(NCCc1ccccc1)c1ccncc1	-0.59	.
58	COCCNC(=O)C(c1cccnc1)N(Cc1ccc(C)cc1)C(=O)Cn1nnc2ccccc21 (stereo not given)	0.6	0.8
59	CC1CN(C(=O)CCC(=O)NCCCN2CCN(Cc3ccccc3)CC2)c2cc(Cl)ccc2O1 (stereo not given)	-6.3*	-2.6
60	O=C(c1ccccc1Cl)N1CCc2ccccc2C1	-0.16	-1.8
61	Cc1nc2ccccc2c(=O)n1CCN1CCOCC1	0.06	-0.9
62	NNC(=O)COc1ccccc1[N+](=O)[O-]	0.5	-1.5
63	Cc1ccc(-c2cc(C(=O)NCC(c3ccccc3)N(C)C)c3ccccc3n2)o1 (stereo not given)	.	1.5
64	COc1ccccc1C1=NC(c2ccccc2)CN1c1ccccc1 (stereo not given)	0.4	-1.1
65	CC(C)(C)OC(=O)N1CC=C2C(C#N)=C(N)C(C#N)(C#N)C(c3cccs3)C2C1 (stereo not given)	-1.8	2.4
66	CC1(C)OC2OC(C(=O)N/N=C/c3cc(Br)ccc3O)C3OC(C)(C)OC3C2O1 (stereo not given)	-0.36	-1.2
67	COc1ccc(C2CC(c3ccccc3)Nc3nc(NC(=O)c4ccco4)nn32)cc1 (stereo not given)	-0.02	1.1
68	COC(=O)c1ccc(Cn2cnc3c(sc4nc(N5CCOCC5)c5c(c43)CCCC5)c2=O)o1	0.72	-0.9
69	COc1ccccc1CN(Cc1nc2ccccc2c(=O)[nH]1)C(=O)Nc1ccc(C)cc1	0.07	-1.1
70	Cc1cccc(C)c1NC(=O)C1(NC(=O)C2CCC(=O)N2)CCCCC1 (stereo not given)	0.03	-3.0
71	Cc1ccc(NC(=S)NCc2ccc(Cl)cc2)c(OC(F)F)c1	0.66	-0.8
72	COc1ccc2c(c1)CCc1c(C(=O)Nc3ccn(Cc4ccc(C)cc4)n3)noc1-2	1.4	-1.5
73	O=C(NC(=S)N1CCN(c2ccc([N+](=O)[O-])cc2)CC1)c1ccccc1F	-1.8	-1.7
74	CCCCCCn1nc(C(=O)Nc2nc3c(s2)CCCC3)c2ccccc2c1=O	0.73	-1.0
75	C[C@H](CO)N1C[C@H](C)[C@@H](CN(C)S(=O)(=O)c2ccccc2)Oc2c(NC(=O)Nc3ccc4c(c3)OCO4)cccc2C1=O	.	0.4

# Following part:
item	molecule	Kir21 inh	STK33 inh
76	CC1CCCCN1C(=S)NCc1ccccc1 (stereo not given)	-0.48	-0.4
77	CC(=O)NN1C(=O)/C(=C\c2ccc(Cl)cc2)SC1=S	0.19	3.1
78	Cn1cc(C(=O)C(=O)N2CCCC2)c2ccccc21	1.4	-1.2
79	O=C(NCc1ccc(Cl)cc1)c1ccc(S(=O)(=O)N2CCCCC2)cc1	.	0.0
80	COc1ccc(S(=O)(=O)N2CCCC(C(=O)NCc3ccc4c(c3)OCO4)C2)cc1 (stereo not given)	-1.3	-0.3
81	Cc1ccc(-c2nnn(CC(=O)N(CC(=O)NC3CCCCC3)c3cccc(F)c3)n2)o1	0.58	.
82	CC[N+](C)(C)CCN(Cc1ccc(Cl)cc1)c1ccccn1	1.2	-0.8
83	Cc1ccc(-n2c(SCC(=O)NCC3CCCO3)nc3c(c2=O)SCC3)cc1 (stereo not given)	.	-0.8
84	COc1ccc(Br)cc1CN(C)C(C)C(=O)Nc1cc([N+](=O)[O-])ccc1OC (stereo not given)	-2.3	-1.5
85	O=C1CC2(CCN(C(=O)c3c(F)cccc3Cl)CC2)Oc2ccccc21	1.6	-1.1
86	CCCN(c1ccccc1F)S(=O)(=O)c1c[nH]c(C(=O)OC)c1	0.59	-2.4
87	CCc1cc(=O)oc2cc(C)c(CN3CCCCC3)c(O)c12	0.7	-2.4
88	CC(C)N1CCN(Cc2ccc(Sc3nncn3C)o2)CC1CCO (stereo not given)	0.43	4.7
89	CCCc1sc(N/N=C/c2ccccn2)nc1-c1ccc(F)cc1	0.02	-1.0
90	CCN(CC)C(=O)CSc1nc2sc(C)c(C)c2c(=O)[nH]1	-0.2	-0.9
91	Cn1c(=O)oc2cc(S(=O)(=O)NCCc3ccccc3)ccc21	0.22	-0.2
92	COC1CCN(C(=O)c2ccc(OC3CCN(CCc4ccccc4)CC3)cc2)CC1	-1.4	1.2
93	CCOc1ccc(OCCC(=O)OCC(=O)Nc2ccc(C)c(S(=O)(=O)N3CCCCC3)c2)cc1	1.4	.
94	CCN(CC)c1ccc(C=C2C(=O)OC3(CCCCC3)OC2=O)cc1	-3.2	-3.0
95	Cc1cc(N2CCCC2)ccc1NC(=O)COc1cccc(C(F)(F)F)c1	0.01	2.2
96	Cc1onc(-c2ccccc2Cl)c1C(=O)NCCn1c(C)cc2ccccc21	-0.23	0.6
97	O=C(CNC(=O)c1ccc(N2C(=O)c3ccccc3C2=O)cc1)OCC(=O)c1cccc2ccccc12	1.9	0.2
98	O=C(NC(=S)Nc1ccc(Cl)cc1)c1cncc(Br)c1	0.48	-1.0
99	CC1CCCCN1S(=O)(=O)c1ccc(C(=O)N2CCOCC2)cc1 (stereo not given)	0.01	-0.4
100	CN(C(=O)c1ccc(=O)[nH]c1)C1(C(=O)NC2CCCCC2)CCCCC1	-0.43	1.5
101	CCN(CC)S(=O)(=O)c1ccc(N2CCOCC2)c(NC(=O)c2cc(C)cc(C)c2)c1	-0.1	-1.0
102	O=C(c1cc2ccccc2oc1=O)N1CCN(c2ncccn2)CC1	0.09	0.3
103	Cc1cccc(N2CCN(C(=O)C3CCN(c4ncnc5c4nc4n5CCCCC4)CC3)CC2C)c1 (stereo not given)	0.25	-0.1
104	COc1ccc(NC(=O)c2ccc(-n3nc(C)cc3C)cc2)cc1OC	-1.1	-1.3
105	CC(=O)O[C@@H]1[C@H]2[C@@H](C[C@@H](C)[C@@H]3CCC(=O)[C@@]13C)OC(=O)[C@@H]2C	1.4	-1.6
106	Cc1cccc(C(=O)Nc2cc(Cl)ccc2-n2cncn2)c1[N+](=O)[O-]	1.1	-1.0
107	COc1ccc(CCNC(=O)C2CCCN(c3nc4ccccc4s3)C2)cc1OC (stereo not given)	-0.51	12
108	O=C1c2ccccc2/C(=C\c2ccc3[nH]ccc3c2)N1c1ccccc1	.	-0.1
109	Cc1cccc(NC(=S)NC(=O)c2ccc(Br)o2)c1C	0.37	1.0
110	O=C(COC(=O)/C=C/c1ccc(Cl)cc1Cl)NCC1CCCO1 (stereo not given)	.	-1.1
111	COc1cccc(C(=O)NCC(=O)OCC(=O)c2ccccc2)c1	0.04	-0.1
112	CC(=O)c1c(N2CCN(C)CC2)nc(=S)n(Cc2ccccc2)c1C	0.14	-0.1
113	Cc1cccc(/C(N)=N/OC(=O)c2ccc(F)cc2)c1	-1	4.5
114	Cc1cc(=O)nc2c3ccccc3n(CC(=O)NCCCN3CCCCC3C)n12 (stereo not given)	1.7	-1.5
